Assay outcomes as filed in PubChem.
mcGAS lum: cyclic GMP-AMP synthase inhibitors, mouse, primary biochemical chemiluminescence | Q8C6L5 | recombinant cGAS, Kinase-Glo ATP depletion luminescence | inhibition, % at 12.5 µM | hit rate 0.15% among 160,000;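 note: 0% = negative control wells and 100% = reference inhibitor with no enzyme activity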
NPYLR7 agonist: agonists of mosquito NPYLR7 receptor, primary screen, cell-based, Aedes aegypti, calcium fluorescence, mosquito biting behavior; AID 1259423, 2018; hit rate 0.15% among 270,000; HEK293T NPYLR7/Galpha15, GCaMP6s calcium fluorescence; Aedes aegypti neuropeptide Y-like receptor 7 (NPYLR7); activation, % at 10 µM; in the data active = activation above about 40%;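 note: 0% = vehicle and 100% = reference agonist at the receptor; some compounds past the cut are filed as inactive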
hcGAS inh: Primary biochemical luminescence assay for human cyclic GMP-AMP synthase inhibitors | Q8N884 | recombinant h-cGAS, ATP depletion, Kinase-Glo luminescence | inhibition, % at 12.5 µM | hit rate 0.081% among 290,000 | AID 1259398, 2018;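 note: 0% = vehicle reaction and 100% = reaction without DNA for no activity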
Target sequence (Q8N884 whole entry, looked up): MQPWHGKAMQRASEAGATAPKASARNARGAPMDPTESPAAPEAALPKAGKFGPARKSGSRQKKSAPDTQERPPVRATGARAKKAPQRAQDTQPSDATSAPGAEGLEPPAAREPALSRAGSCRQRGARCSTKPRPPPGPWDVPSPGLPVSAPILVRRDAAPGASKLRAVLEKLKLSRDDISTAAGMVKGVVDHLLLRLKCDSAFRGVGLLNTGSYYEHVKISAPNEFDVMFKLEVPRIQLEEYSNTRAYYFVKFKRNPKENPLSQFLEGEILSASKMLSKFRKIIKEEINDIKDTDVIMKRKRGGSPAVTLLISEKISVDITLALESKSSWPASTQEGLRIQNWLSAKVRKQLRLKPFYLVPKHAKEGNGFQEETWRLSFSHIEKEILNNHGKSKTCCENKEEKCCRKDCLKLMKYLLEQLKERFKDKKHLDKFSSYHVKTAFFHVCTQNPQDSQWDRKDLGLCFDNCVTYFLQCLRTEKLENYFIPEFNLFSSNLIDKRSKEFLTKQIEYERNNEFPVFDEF
The depositor's hits bear a star; . = no result given; & = joins results of further samples. Cut-off read from the data, not from the text of the source, unless noted: active = inhibition above about 40%; inactive = the rest.

SMILES	mcGAS lum	NPYLR7 agonist	hcGAS inh
CC(CC(=O)Nc1c(-c2cc(F)ccc2F)nc2ccccn12)CC(C)(C)C (stereo not drawn)	-9	8	-9
COC(=O)CC(NC(=O)Cn1nc(C)c2ccccc2c1=O)c1cccs1 (stereo not drawn)	-16	0	-4
CN(Cc1nc2ccc(F)cc2[nH]1)C(=O)c1cccc(C#CC(C)(C)O)c1	.	4	0
O=S(=O)(N1CCCCC1)n1ccnc1	.	-2	-11
CC(C)(C)C(=O)NC12CC3CC(CC(C3)C1)C2	.	3	-9
CC(C)(C)C(=O)N1CCCN(c2ccccc2S(C)(=O)=O)CC1	.	7	-9
Cc1ccc(C)c(N2C(=O)/C(=C/c3ccc(Cl)cc3)C=C2c2ccccc2)c1	5	-4	-2
O=C(Nc1nc(-c2cc3ccccc3oc2=O)cs1)c1cc(Cl)ccc1[N+](=O)[O-]	-7	4	-5
CC1(C(=O)NS(=O)(=O)c2ccc(Cl)cc2)CCN1C(=O)C1CCCCC1 (stereo not drawn)	.	6	-4
Cc1ccc(C(=O)Nc2ccc3c(c2)C(=O)c2ccccc2C3=O)cc1	.	-1	-8
CSc1ccccc1NC(=O)C1(C)CCN1C(=O)C(C)(C)c1ccccc1 (stereo not drawn)	-7	3	-7
COc1ccc(CCN2CC(NCc3ccc(-n4cccn4)cc3)CC2=O)cc1 (stereo not drawn)	.	22	-10
NC1=N[C@@]23COCC[C@@H]2CC(=O)[C@H]3S1	-6	2	8
Clc1ccc(-c2nnc(CSc3nncs3)o2)cc1	.	6	-6
COc1cc2c(cc1OC)C1CN(C(=O)c3ccc(C#N)cc3)CC(=O)N1CC2 (stereo not drawn)	-5	18	-7
CN(CC#N)C(=O)COc1ccccc1OCc1ccccc1	-16	4	-8
CCOC(=O)C1CCN(C(=O)CCc2cc3c(n2-c2cc(OC)cc(OC)c2)-c2ccccc2CC3)CC1	-10	-2	-5
Cn1nc(-c2cccc(NC(=O)COc3ccccc3)c2)ccc1=O	-11	2	-13
COC(C(=O)NC(C)c1csc(C(C)C)n1)c1ccccc1 (stereo not drawn)	.	7	-6
FC(F)(F)c1ccc(N2CCN(c3nc(-c4cccnc4)nc4ccccc34)CC2)nc1	-1	-3	-2
CCc1nc(-c2ccccc2C)cc(=O)[nH]1	.	12	-2
CSc1ccc(C2C(C(=O)OCC3CCCO3)=C(C)NC3=C2C(=O)CCC3)cc1 (stereo not drawn)	-2	5	1
O=C(O)CCc1ccc(S(=O)(=O)Nc2cc(Cl)cc(Cl)c2)cc1	-11	-1	-6
CCCC(C)NC(=O)CSC(C)c1ccccc1 (stereo not drawn)	.	4	-4
CC(C)c1ccc2c(c1)C1(CC(=O)Nc3[nH]ncc31)C(=O)N2 (stereo not drawn)	.	1	-7
New compounds follow
SMILES	mcGAS lum	NPYLR7 agonist	hcGAS inh
COCCN(CC(=O)N(Cc1ccccc1)Cc1cccn1Cc1cccc(OC)c1)C(=O)c1ccccc1	-3	13	-4
COc1cc(NC(=O)CN2CC(C(=O)N3CCCCC3)Oc3ccccc32)cc(OC)c1 (stereo not drawn)	.	17	-6
CCC1=C(C(=O)OC)C(c2cccc(Cl)c2)CC(=O)N1Cc1cccc([N+](=O)[O-])c1 (stereo not drawn)	-2	.	-2
CCc1nc(N(CCC(=O)NCCN2CCOCC2)CCc2ccccc2)c2ccccc2n1	-4	-3	-1
C=CCNC(=O)c1c(NC(=O)COc2ccccc2OC)sc2c1CCCC2	-7	0	-9
CS(=O)(=O)Nc1cccc(CNC(=O)c2ccccc2C(F)(F)F)c1	-8	0	-4
CN1C[C@H](O)[C@]2(CCN(C(=O)NCc3ccccc3)C2)S1(=O)=O	1	3	2
CN1CCCCC1Cn1ccnc1-c1ccccc1OCCO (stereo not drawn)	.	5	-5
COc1ccc(C)cc1NC(=O)CSc1nc(=O)n(N2CCN(C)CC2)c2c1CCCC2	-8	-6	-8
CCOc1ccc(C(=O)N2CCC(=O)N(CC3CC3)C(C(C)C)C2)o1 (stereo not drawn)	.	-2	-5
O=C(NCc1ccncc1)c1cnc(N2CCN(CCc3ccccc3)C2=O)o1	.	2	-9
COc1cc(C#N)ccc1OC(C)c1nc2ccccc2c(=O)[nH]1 (stereo not drawn)	.	-5	-3
Cn1c(-c2ccc(Cl)cc2)nn(CN2CCC(C(=O)NC(C)(C)C)CC2)c1=S	-18	5	-7
CCCc1nc(C(=O)N2CCN(S(=O)(=O)CC)CC2)cs1	-17	14	-3
CN(C)CCNC(=O)C12CC3CCC(CC(C3)C1)C2	.	0	-7
COCC(C)NC(=O)c1cc2c(=O)n3cccc(C)c3nc2n1C (stereo not drawn)	.	2	-2
COc1ncc(-c2c(-c3ccccc3)ncn2CCNc2cccnc2)cn1	-12	1	-7
O=C(Cc1ccccc1F)NC1CCc2[nH]c3ccc(Br)cc3c2C1 (stereo not drawn)	-3	29	-5
Cc1cc(Br)ccc1N(C)C(=O)c1ccc(Cl)nc1Cl	-13	-5	-5
Cc1csc(=O)n1CC(=O)Nc1ccnn1Cc1c(Cl)cccc1Cl	.	1	0
COc1ccc(-n2c(SCc3ccc(C(=O)O)cc3)nnc2-c2ccc(C)cc2)cc1	-6	2	-2
Cc1nc(-n2cnnc2)ccc1-c1cccc2c1CCNC2	.	5	-7
Cc1cc(N2CC(c3nc4ncccc4c(=O)[nH]3)CC2=O)ccc1Br (stereo not drawn)	.	5	-8
COCCN(CC(=O)N(CCc1c[nH]c2ccccc12)Cc1ccc(C)cc1)C(=O)Nc1ccccc1Br	-4	2	-9
O=C(O)[C@@H]1CC[C@H](C(=O)N2CCC(Cc3noc(C4CC4)n3)CC2)C1	-4	.	-5
The list goes on:
SMILES	mcGAS lum	NPYLR7 agonist	hcGAS inh
CC(C)(C)c1ccc(SCc2csc(-c3ccc(Cl)cc3)n2)cc1	3	2	4
COc1cc(-c2nc(C=Nc3cccc(C)n3)c(O)o2)cc(OC)c1OC	-3	8	2
CCOC(=O)c1nc2ccccc2nc1N1CCCN(C(=O)c2ccc3c(c2)OCO3)CC1	.	15	-8
CCc1ccccc1NC(=O)CN1c2ccc(S(N)(=O)=O)cc2CC1C (stereo not drawn)	.	2	-5
COc1cccc(-c2cnc3c(NC(C)=O)cc(-c4ccncc4)cn23)c1	-5	-8	-4
c1ccc(-c2noc(CCCc3c[nH]c4ccccc34)n2)cc1	.	-6	-9
COC(=O)C(Cc1ccccc1)n1c(C)cc(C(=O)NS(=O)(=O)c2ccc(C)cc2)c1C (stereo not drawn)	.	18	-9
COc1cccc(C(=O)N2CCC(CCC(=O)N3CCC(Cc4ccccc4)CC3)CC2)c1	-10	2	-1
CC1(C)CNC(=O)c2nc(C3CCCN(C(=O)C4CC4)C3)[nH]c2C1 (stereo not drawn)	-8	1	0
Cc1nc(N)nc2c1CCO2	-7	2	-6
COc1cccc(C(=O)Nc2nc3ncccc3cc2-c2ccccc2)c1	-10	2	-2
CN(C)c1ccc2c(c1)OCCN2Cc1cccc(C(N)=O)c1	.	0	-10
CC1=C(C(=O)Nc2ccc(C)cc2)C(c2cccc(Cl)c2)NC(=O)N1 (stereo not drawn)	-5	0	-2
Clc1ccc(-c2cn3cc(Br)ccc3n2)cc1	2	1	9
CC(=O)c1ccc(C(=O)N(C)C(C)c2ccc(Cl)cc2)s1 (stereo not drawn)	.	6	2
COc1ccc(-c2noc(COc3cccnc3N)n2)cc1	.	5	-9
COc1cc(NCCC(=O)Nc2ccccc2OC)ncn1	.	-1	-10
CC(C)C1CCN(Cc2cn(C3CCN(C(=O)NC(C)(C)C)CC3)nn2)CC1	.	-3	2
COCCN(Cc1cnn(C)c1)C(=O)c1cncc(C)c1	.	-1	3
CC(C)c1c(C(=O)O)cnn1-c1cccc(F)c1	3	-8	1
CCOC(=O)CCC(=O)N1CCN(c2nccc(-c3ccc(C(C)(C)C)cc3)n2)CC1	-8	23	-7
Cc1cc(C2CCCN(C(=O)CN(C)S(C)(=O)=O)C2)n[nH]1 (stereo not drawn)	-19	-2	-13
Cc1ccc(C(=O)N(C)CCC(=O)OC(C)(C)C)c(C)n1	.	12	-15
NC(=O)[C@@H]1CCCN1Cc1cn(CC2CCN(c3ccncc3)CC2)nn1	.	0	-6
Cc1c(C(=O)N2CCCC2C)cnc2c(-c3cccs3)cnn12 (stereo not drawn)	1	-10	5
Other structures:
SMILES	mcGAS lum	NPYLR7 agonist	hcGAS inh
O=C(c1ccc2cccc(F)c2n1)N(Cc1cncs1)C1CC1	-18	7	-6
COc1ccc(S(=O)(=O)N(CCN2CCCCC2)Cc2csc(COc3cc(Cl)ccc3Cl)n2)cc1	-6	3	-6
Cc1cccc(C(=O)Oc2coc(CSc3nc(C)cc(C)n3)cc2=O)c1	7	4	-1
O=S(=O)(NNC1=NCCCCC1)c1ccccc1	.	-10	-5
CC(C)n1c(N2CCN(C(=O)C3CCCCC3)CC2)cc(=O)n(C(C)C)c1=O	-6	.	-9
O=C1CCN(c2ccccc2C(=O)Nc2cnc3n2CCCC3)C(=O)N1	-19	2	-5
O=C1CNCC(C(=O)N2CCN(c3cccc(C(F)(F)F)c3)CC2)N1 (stereo not drawn)	.	7	-3
CNC(=S)N(Cc1ccc(S(N)(=O)=O)cc1)CC(F)(F)F	-7	18	-4
Cc1ccc(N2C(=O)CC(N3CCCCCC3)C2=O)cc1 (stereo not drawn)	-7	-5	-4
CCc1nn(C)c(NC(=O)c2ccc(CN3CCC(NC(C)=O)C3)cc2)c1C (stereo not drawn)	.	13	-8
O=S(=O)(c1ccc(Cl)s1)N(Cc1cccs1)c1ccc2c(c1)OCCO2	.	4	-5
CCCOCC(=O)N(C)C(c1csc2ccccc12)C1CC1C (stereo not drawn)	.	0	-5
O=C1C(=Cc2ccco2)Sc2ccccc21	.	8	-5
CCc1nc(C)c(C(=O)NCCCc2nc3ccc(C)cc3o2)o1	.	-5	-9
N#Cc1ccc(N2CCCN(C(=O)CC3CCCO3)CC2)cc1 (stereo not drawn)	.	6	-14
Cc1nn(Cc2ccccc2)c(C)c1C(=O)N(C)Cc1cccs1	-13	-3	-4
Cc1ccc(C2c3ccsc3CCN2CC(=O)N2CCN(C(=O)c3ccc([N+](=O)[O-])cc3)C(C)C2)cc1 (stereo not drawn)	-6	7	-4
OC(Cc1ccccc1)c1ccc2c(c1)CN(CC#Cc1ccccc1)CCO2 (stereo not drawn)	-9	17	-1
COCC(=O)Nc1ccc(Sc2nc(C)cc(C)n2)cc1	.	-2	-5
O=C1/C(=C/c2ccccc2F)SC(=S)N1CCS(=O)(=O)O	8	-11	4
Cc1cc([N+](=O)[O-])ccc1-c1ccc(C=C2C(=O)NC(=S)NC2=O)o1	-4	0	-3
COc1cccc(OC)c1C(=O)N1CCC2(CC1)OCC(C(=O)NCc1ccccn1)N2C(=O)c1ccc(C)cc1 (stereo not drawn)	-5	0	-4
Cc1ccc(S(=O)(=O)c2nc(S(C)(=O)=O)sc2N2CC(C)OC(C)C2)cc1 (stereo not drawn)	-3	13	-6
Cc1cc2oc(=O)cc(-c3oc4ccccc4c3NC(=O)C3CC3)c2cc1C	-8	0	-3
C=CCNC(=O)Cn1cc(OC)c(=O)cc1CN1CCC(C)CC1	-9	5	-4

Single records, as listed above. Screens in order: mcGAS lum, NPYLR7 agonist, hcGAS inh
`CCOC(=O)C1CCN(C(=O)CCc2cc3c(n2-c2cc(OC)cc(OC)c2)-c2ccccc2CC3)CC1` is entered as -10, -2, -5
`CCCOCC(=O)N(C)C(c1csc2ccccc12)C1CC1C` (stereo not drawn) is entered as ., 0, -5
`COc1cccc(OC)c1C(=O)N1CCC2(CC1)OCC(C(=O)NCc1ccccn1)N2C(=O)c1ccc(C)cc1` (stereo not drawn) is entered as -5, 0, -4
`CC(C)(C)C(=O)N1CCCN(c2ccccc2S(C)(=O)=O)CC1` is entered as ., 7, -9
`COc1cc(C#N)ccc1OC(C)c1nc2ccccc2c(=O)[nH]1` (stereo not drawn) is entered as ., -5, -3

Other entries.
SMILES	mcGAS lum	NPYLR7 agonist	hcGAS inh
Cn1c(=O)[nH]c(=O)c2c1nc(NCCc1ccccc1)n2CCCc1ccccc1	.	12	-13
Cc1nc(C(C)C)sc1C(=O)N(C)Cc1nc(-c2ccccn2)no1	-18	27	-9
CC(=O)Nc1ccc(C(=O)Nc2ccc3nc(Cc4ccccc4)nn3c2)cc1	-5	27	-1
CC(NC(=O)CSC1=Nc2cccc3cccc(c23)N1)c1cccs1 (stereo not drawn)	.	9&7	-8&-16
COCCN(Cc1ccco1)CC(O)COc1ccc(Cl)cc1 (stereo not drawn)	-4	7	-5
CCOC(=O)C1CCN(C(=O)c2ccc(CSc3nc(C)c(C)c(N4CCN(c5cccc(C(F)(F)F)c5)CC4)n3)cc2)CC1	-4	4	-13
CCCc1nnc2sc(CN3C(=O)c4ccccc4C3=O)nn12	-6	0	1

Random excerpt: 5 entries already listed, in no set order.
SMILES	mcGAS lum	NPYLR7 agonist	hcGAS inh
COC(=O)CC(NC(=O)Cn1nc(C)c2ccccc2c1=O)c1cccs1 (stereo not drawn)	-16	0	-4
COc1ccc(C)cc1NC(=O)CSc1nc(=O)n(N2CCN(C)CC2)c2c1CCCC2	-8	-6	-8
CN(CC#N)C(=O)COc1ccccc1OCc1ccccc1	-16	4	-8
Cc1cc(Br)ccc1N(C)C(=O)c1ccc(Cl)nc1Cl	-13	-5	-5
COCCN(Cc1ccco1)CC(O)COc1ccc(Cl)cc1 (stereo not drawn)	-4	7	-5
